# Source: PubChem BioAssay
# Cardio protect: cardioprotection against H2O2-induced cell death, primary screen, uHTS, H9c2 cells, ATPLite luminescence; H9c2 cardiomyocytes, H2O2 injury protection, 2 h; protection from H2O2 cell death, % at 20 µM; actives 0.63% (n = 360,000); AID 588492, 2011;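 active means compounds giving at least 50% protection of heart cells from peroxide-induced death in the single-dose screen, raw or plate-pattern-corrected value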;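 further: 0% = DMSO wells with peroxide and 100% = DMSO wells without peroxide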
# NCOA2 inhibitor: inhibition of GAL4-SRC2 driven luciferase reporter, primary screen, SRC2 inhibitor project, cell-based, luminescence. actives 0.17% (n = 370,000). Nuclear receptor coactivator 2 (Homo sapiens), Q15596. inhibition, % at 9 µM. HEK293 GAL4-SRC2 luciferase reporter;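 active means inhibition above the mean inhibition of all tested compounds plus 3 SD, set per campaign, cut at about 52% in these data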;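 further: 0% = DMSO treated cells and 100% = cells given Gossypol at 36 µM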
# NOD2 RIPK2 PPI: NOD2-RIPK2 binding disruptors in cells, primary screen, fluorescence, CHO cells, BLA complementation. Receptor-interacting serine/threonine-protein kinase 2 (Homo sapiens), O43353. CCF4 ratio. inhibition, % at 4.98 µM. actives 0.38% (n = 360,000); in the data active means inhibition above about 21%;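 further: 0% = vehicle only and 100% = reference blocker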
# Target sequence (O43353 whole entry, looked up): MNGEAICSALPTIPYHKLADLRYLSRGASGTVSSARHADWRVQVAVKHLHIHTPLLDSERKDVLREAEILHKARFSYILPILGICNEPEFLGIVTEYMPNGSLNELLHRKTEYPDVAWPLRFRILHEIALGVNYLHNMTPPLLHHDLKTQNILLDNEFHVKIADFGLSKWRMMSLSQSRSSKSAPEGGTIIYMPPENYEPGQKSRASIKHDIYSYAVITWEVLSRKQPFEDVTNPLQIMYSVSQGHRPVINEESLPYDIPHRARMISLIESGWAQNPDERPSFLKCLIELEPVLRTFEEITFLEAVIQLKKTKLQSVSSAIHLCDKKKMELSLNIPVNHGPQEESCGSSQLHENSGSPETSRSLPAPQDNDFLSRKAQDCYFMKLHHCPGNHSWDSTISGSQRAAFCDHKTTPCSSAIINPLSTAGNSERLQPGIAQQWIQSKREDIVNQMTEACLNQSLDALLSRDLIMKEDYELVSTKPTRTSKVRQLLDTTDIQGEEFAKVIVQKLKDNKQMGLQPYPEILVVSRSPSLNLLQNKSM
# HTR2A ag: mouse Htr2a agonists via beta-arrestin recruitment, primary screen, cell-based, luminescence | CHO-K1 mHTR2A beta-arrestin complementation; percent of 30 µM serotonin response | 5-hydroxytryptamine receptor 2A (Mus musculus), P35363 | activation, % at 7.6 µM | actives 0.66% (n = 360,000);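 active means activation above a run cutoff, the mean activation of all tested compounds plus 3 SD, cut at about 14% in these data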;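 further: 0% = plate median of compound wells and 100% = 30 µM serotonin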
# Target sequence (P35363 whole entry, looked up): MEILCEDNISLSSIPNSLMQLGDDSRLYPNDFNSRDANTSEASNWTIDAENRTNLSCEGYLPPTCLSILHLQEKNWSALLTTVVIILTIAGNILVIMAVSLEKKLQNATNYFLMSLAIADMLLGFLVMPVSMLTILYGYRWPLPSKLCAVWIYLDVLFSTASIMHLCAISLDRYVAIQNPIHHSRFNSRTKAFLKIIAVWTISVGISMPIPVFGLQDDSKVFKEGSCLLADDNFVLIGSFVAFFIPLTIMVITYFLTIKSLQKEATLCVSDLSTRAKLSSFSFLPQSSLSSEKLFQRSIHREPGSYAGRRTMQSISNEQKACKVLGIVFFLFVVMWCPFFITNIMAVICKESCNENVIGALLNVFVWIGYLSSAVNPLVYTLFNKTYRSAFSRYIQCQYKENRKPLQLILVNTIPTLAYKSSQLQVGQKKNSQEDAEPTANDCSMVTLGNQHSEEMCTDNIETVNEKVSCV
# MC4R barr agon: MC4R agonists recruiting beta-arrestin, primary screen, cell-based, luminescence, agonist arm of biased-ligand search; Melanocortin receptor 4 (Homo sapiens), P32245; actives 0.98% (n = 360,000); activation, % at 8.9 µM; U2OS MC4R beta-arrestin complementation; percent of melanotan II response, DMSO zero;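 active means activation above a per-plate cutoff, the mean activation of sample wells on that plate plus 3 SD, cut at about 8% in these data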
# N-glyco inh: increase of ERlucT glycosylation luciferase signal, primary screen, N-linked glycosylation inhibitor project, D54 ERlucT cells, luminescence, set 2; D54 ERlucT glycosylation luciferase reporter, 24 h; percent of 100 nM tunicamycin response; reporter increase, % at 12.5 µM; actives 0.23% (n = 360,000);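 active means mean luciferase reporter signal, scaled so untreated is 0 and the glycosylation-blocking control 100, at or above a set limit in every replicate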;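 further: luciferase carries N-glycosylation sites so blocking glycosylation raises the light; 0% = median of neutral control wells and 100% = median of 100 nM tunicamycin wells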
# MC4R antag cAMP: MC4R antagonists of cAMP signaling, primary screen, cell-based, TR-FRET, antagonist arm of biased-ligand search; Melanocortin receptor 4 (Homo sapiens), P32245; actives 0.48% (n = 360,000); inhibition, % at 6.5 µM; MC4R-expressing cells, MTII-stimulated cAMP, LANCE TR-FRET;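 active means inhibition above its plate's cutoff, the mean of tested wells on that plate plus 3 SD, cut at about 29% in these data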;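 further: 0% = Melanotan II alone and 100% = Melanotan II plus saturating MCL0020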
#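 Material: U2OS-MC4R stable cell line | Reagent: Melanotan II challenge after compound preincubation | Doses: One concentration, 6.5 µM nominal | Incubation: 30-min compound preincubation, 1-h Melanotan II challenge, 1-h detection, room temperature | Signal: TR-FRET cAMP assay | Replicates: One well per compound, no replicates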
# TLR9-MyD88 block: inhibitors of TLR9-MyD88 association in cells, primary screen, cell-based, CHO, BLA complementation, fluorescence; AID 504734, 2011; CCF4 FRET ratio; actives 0.21% (n = 340,000); inhibition, % at 4.98 µM;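 active means inhibition above the mean over all tested compounds plus 3 SD, cut at about 21% in these data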;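 further: 0% = DMSO only wells and 100% = clavulanate BLA inhibitor control wells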
# ABHD5-PLIN5 inh: ABHD5-PLIN5 interaction inhibitors, primary screen, cell lysate, split luciferase complementation, luminescence; actives 0.78% (n = 360,000); inhibition, % at 4 µM; AID 602281, 2012; Split G. princeps luciferase complementation, 4 h; Perilipin-5 (Homo sapiens) + 1-acylglycerol-3-phosphate O-acyltransferase ABHD5 (Homo …;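 active means inhibition above the mean inhibition across every tested compound plus 3 SD, cut at about 22% in these data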;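 further: 0% = DMSO only wells and the 100% control is not disclosed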
# ABCB6 inh 2: ABCB6 transporter inhibitors, primary screen, K562-ABCB6 cells, flow cytometry, MLPCN library; ATP-binding cassette sub-family B member 6 (Homo sapiens), Q9NP58; K562-ABCB6 porphyrin accumulation, 1 h; active compounds read low; fluorescence ratio to DMSO, % at 10 µM; actives 0.19% (n = 360,000); AID 602162, 2011;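 active means fluorescence ratio to DMSO below 75%, the collection mean minus 3 SD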;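 further: signal is porphyrin accumulated inside mitochondria; 100% equals median channel fluorescence of DMSO control wells; lower ratio means ABCB6 inhibition with less porphyrin fluorescence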
# Starred values were filed as active, the others as inactive; / = not tested or not shown.
SMILES,Cardio protect,NCOA2 inhibitor,NOD2 RIPK2 PPI,HTR2A ag,MC4R barr agon,N-glyco inh,MC4R antag cAMP,TLR9-MyD88 block,ABHD5-PLIN5 inh,ABCB6 inh 2
CC1(NC(=S)NCCCCCCNC(=S)NC2(C)CCS(=O)(=O)C2)CCS(=O)(=O)C1 (stereo not given),-3.5,-8.4,-9.6,1.7,-0.3,1.9,10.3,-5.5,1.7,99.0
Cc1cc2nc(CS(=O)(=O)c3ccccc3)cc(=O)n2[nH]1,1.0,-26.3,-3.4,-2.4,-0.7,2.3,6.6,2.0,0.0,95.0
Cc1ccc(OC(C)C(=O)Nc2ccc(C)c(S(=O)(=O)Nc3ccc(C)cc3C)c2)cc1 (stereo not given),-8.5,-63.1,-3.7,-1.4,-0.1,-6.2,7.9,-6.6,-4.3,99.0
O=[N+]([O-])c1ccc2c(c1)C(N1CCOCC1)/C(=C/COc1ccc(Cl)cc1Cl)O2 (stereo not given),-14.0,16.6,-2.7,1.6,-0.8,-0.9,6.5,11.9,1.0,95.0
CN1C2C=C3C(C#N)=C(N)C(C#N)(C#N)[C@@H](c4cccs4)C3C1CC2 (stereo not given in full),0.9,7.8,-8.9,2.7,-1.1,5.0,-2.7,-3.5,-3.8,98.0
C=CCOc1ccc(/C=C\c2nc(O)c([N+](=O)[O-])c(=O)[nH]2)cc1OCC,2.0,-15.5,-5.6,2.0,-2.4,0.0,-8.8,2.5,5.3,97.0
COCCNC(=O)C(c1ccc(C)o1)N(C(=O)c1snc(C(N)=O)c1N)c1cccc(C)c1 (stereo not given),7.0,-0.6,-2.5,3.5,-1.0,-1.1,2.3,0.3,3.4,78.0
CCOC(=O)C1(CCCc2ccccc2)CCN(C2CCSCC2)CC1,0.0,-11.6,2.1,-5.5,9.2*,-3.4,0.9,-1.4,5.2,92.0
CC(C)(C)c1cc(NC(=O)Nc2ccc(Cl)cc2Cl)no1,-5.4,-13.8,-5.1,5.1,1.1,-4.2,5.1,0.2,-6.5,104.0
Cc1ccc2c(c1)C(c1ccccc1)C(=O)O2 (stereo not given),7.6,-3.5,-4.0,2.4,-1.4,-0.8,6.2,-7.2,-7.4,101.0

# By substructure, those above with a nitro group on carbon.
SMILES,Cardio protect,NCOA2 inhibitor,NOD2 RIPK2 PPI,HTR2A ag,MC4R barr agon,N-glyco inh,MC4R antag cAMP,TLR9-MyD88 block,ABHD5-PLIN5 inh,ABCB6 inh 2
O=[N+]([O-])c1ccc2c(c1)C(N1CCOCC1)/C(=C/COc1ccc(Cl)cc1Cl)O2 (stereo not given),-14.0,16.6,-2.7,1.6,-0.8,-0.9,6.5,11.9,1.0,95.0
C=CCOc1ccc(/C=C\c2nc(O)c([N+](=O)[O-])c(=O)[nH]2)cc1OCC,2.0,-15.5,-5.6,2.0,-2.4,0.0,-8.8,2.5,5.3,97.0

# New compounds follow:
SMILES,Cardio protect,NCOA2 inhibitor,NOD2 RIPK2 PPI,HTR2A ag,MC4R barr agon,N-glyco inh,MC4R antag cAMP,TLR9-MyD88 block,ABHD5-PLIN5 inh,ABCB6 inh 2
CCCN1CC(O)=C(C#N)C1=O,-10.3,-15.7,-6.4,-0.7,-1.2,0.6,-1.0,-15.2,-5.6,101.0
Cc1ccc(S(=O)(=O)N2CCN(C(=O)CNC(=O)c3ccc(Cl)cc3)CC2)cc1,-4.6,4.7,1.7,4.2,-1.7,1.7,9.2,-4.0,12.3,99.0
CC(C)(C)OC(=O)N[C@@H](Cc1ccccc1)[C@H](O)c1ccco1,4.3,-7.4,-11.4,4.7,-0.4,1.1,2.0,0.7,0.4,97.0
CCCCCNC(=O)C(=O)C1C(=O)Nc2ccccc21 (stereo not given),-1.8,15.8,-24.3,-1.6,-1.3,1.0,24.8,-2.9,-0.8,92.0
CCOCCCNC(=O)C(c1ccc(OC)cc1)N(Cc1ccc2c(c1)OCO2)C(=O)c1cnccn1 (stereo not given),10.7,-9.1,-7.9,2.4,4.9,-1.6,12.7,4.8,-2.4,108.0
COc1ccc(S(=O)(=O)N2CCN(C(=O)/C=C/c3ccco3)CC2)cc1,-0.5,8.2,0.0,1.6,-2.4,0.6,6.2,-7.9,4.2,99.0
C=CCc1c(C)nc2cc(-c3ccc(C)cc3)[nH]n2c1=O,-15.1,-59.9,-12.0,-3.6,-0.3,-15.5,2.0,3.4,-2.4,95.0
COCCn1c(SCC(=O)NCc2ccc3c(c2)OCO3)nnc1-c1c[nH]c2ccccc12,5.4,-15.8,6.3,-0.4,-0.2,-0.2,10.4,4.7,0.8,100.0
O=C(NC(Cc1ccccc1)C(=O)O)/C(=C/c1ccc([N+](=O)[O-])cc1)NC(=O)c1ccc(Br)o1 (stereo not given),0.4,0.5,0.4,0.6,1.9,2.5,12.1,-4.7,-10.0,99.0
COc1ccc(Cn2cc(Cn3c4ccccc4c(=O)n3C(C)C)nn2)cc1,6.5,23.3,-10.2,1.4,/,-2.4,/,/,3.7,99.0
COc1ccc(C(=O)NC(=S)Nc2ccc(CN3CCCCC3)cc2)cc1Cl,-1.0,27.6,10.8,-3.3,-1.8,-0.3,-5.0,0.1,6.7,95.0
CC(O)CNCCNCc1c(OCc2ccccc2)ccc2ccccc12 (stereo not given),3.6,-6.2,2.6,-6.5,1.5,-1.0,1.9,-26.4,13.6,103.0
COc1ccc(S(=O)(=O)NCC(c2cccnc2)N2CCN(Cc3ccccc3)CC2)cc1 (stereo not given),1.5,8.9,1.7,-1.3,-3.8,-2.7,1.2,-0.1,0.5,98.0
O=C(CNC(=O)C12CC3CC(CC(C3)C1)C2)NCc1ccccc1,-2.0,-5.1,-2.4,13.5,-0.3,0.9,2.6,0.4,4.2,97.0
CCN(Cc1ccccc1)C(=O)Cc1c[nH]c2ccccc12,-1.0,-6.6,0.6,0.4,3.1,-2.4,5.9,4.2,-8.9,99.0
CCn1c(CC(=O)Nc2ccccc2)nnc1SCC(=O)NC1CCCC1,-0.9,-3.0,0.3,4.8,-1.8,0.6,11.9,1.6,2.2,91.0
C=CCn1c(SCC(=O)Nc2ccc(-c3nc4ccc(C)cc4s3)cc2)nnc1-c1ccccc1,-13.6,-54.8,-2.3,0.0,38.4*,-11.6,-11.9,0.0,-6.2,97.0
Cc1ccc(CNC(=O)Cn2c(=O)n(-c3ccccc3)c(=O)c3sccc32)cc1,-0.5,8.5,-9.1,9.8,1.2,1.5,0.1,2.5,7.0,95.0
COc1ccccc1NC1=CC(=O)CC(c2ccccc2)C1 (stereo not given),3.9,0.2,-5.7,2.9,-2.3,1.3,0.9,3.6,3.7,101.0
CC1CCN(S(=O)(=O)c2ccc(C(=O)N3CCN(c4ccccc4F)CC3)cc2)CC1,-9.8,-10.3,1.3,1.1,-1.8,-4.2,2.7,-5.2,-4.5,95.0
CCc1ccc(C(=O)CN2C(=O)NC3(CCc4ccccc43)C2=O)cc1 (stereo not given),-4.1,-4.8,0.4,-7.0,0.0,-1.7,23.9,3.0,-9.3,95.0
Cc1ccc(NC(=O)COC(=O)c2cccnc2)cc1,-8.7,-4.6,1.7,1.0,-0.3,3.3,1.2,-8.3,2.1,100.0
O=c1cc(CSc2ccc(Cl)cc2)nc(N2CCOCC2)[nH]1,-9.2,2.8,-1.8,2.7,0.0,-0.9,11.0,-5.4,-1.5,92.0
COc1ccc2[nH]c(C(=O)NCCCn3ccnc3)cc2c1,-0.3,/,-1.2,-0.8,-1.3,2.3,9.1,-10.0,1.7,90.0
CC(C)c1ccc(/C=C/C2=NNC(=O)CC2)cc1,-10.2,-15.9,-16.5,-2.1,-2.6,4.0,-1.6,0.0,0.1,101.0
CCOC(=O)C(=Cc1ccc(-n2ccnc2)cc1)C(=O)OCC,-17.4,30.8,6.0,-3.7,-2.9,2.3,33.9*,3.6,63.0*,100.0
COc1ccccc1CN1CCNC(=O)C1CC(=O)O (stereo not given),10.7,2.1,-0.1,0.6,0.0,1.6,6.2,-7.4,-4.6,95.0
CC(C)C[C@H](NC(=O)N1CC(=O)Nc2ccccc21)C(=O)N1CCC(C(=O)O)CC1,10.3,-4.6,5.8,10.1,-1.7,0.4,2.9,-5.3,-2.5,95.0
CCc1c(N)nc(N)nc1Nc1ccccc1Cl,-9.5,28.9,1.2,-7.4,-0.7,-1.8,4.3,-14.2,4.1,97.0
CC1(C(=O)NCc2ccc(C(F)(F)F)cc2)CCN1Cc1ccccc1OC(F)F (stereo not given),-8.7,6.0,7.8,1.9,0.8,-3.1,6.3,/,0.4,87.0
CCC(C)N=Cc1c(NCc2ccco2)nc2c(C)cccn2c1=O (stereo not given),6.7,5.8,-7.0,-2.6,-2.7,0.6,4.8,3.9,1.2,97.0
CCCCC(=O)N(C)c1c(CC)nc2c(OCCOc3ccc(F)cc3)cccn12,-21.0,3.1,0.8,2.0,1.0,-0.4,-2.4,/,1.7,90.0
Cc1ccc(C2c3c(-c4ccccc4O)n[nH]c3C(=O)N2Cc2ccncc2)cc1 (stereo not given),9.6,8.9,3.1,-4.9,-3.0,14.3,-4.2,-0.7,4.3,103.0
CC1CCCCC1NC(=O)/C(C#N)=C/c1ccccc1F (stereo not given),-0.5,7.7,5.6,-1.4,-1.6,16.2,35.4*,-4.1,33.5*,103.0
Cc1nn(C(C)(C)C)c(NC(=O)c2ccccc2)c1C#N,1.1,-9.3,-5.2,5.8,1.0,1.3,5.5,6.2,-0.2,88.0
C[C@@H]1CN([C@@H](C)CO)C(=O)CCCn2nncc2CO[C@@H]1CN(C)C(=O)Nc1cccc(Oc2ccccn2)c1,-4.8,2.4,-0.6,3.1,-0.1,1.6,3.0,9.5,3.6,100.0
CC(C)(C)n1nnnc1C(c1ccccc1F)N(Cc1ccco1)CC1CCCO1 (stereo not given),-6.1,1.3,-17.5,-3.2,4.9,-5.3,3.5,-10.3,8.8,94.0
Cc1cc(C(=O)NC2CCCN(Cc3ccc(Cl)cc3)C2)n(C)n1 (stereo not given),-6.6,-8.2,-7.0,1.6,1.5,-0.1,-6.5,0.2,0.7,91.0
COc1ccccc1CNC(=O)Cn1nnc(-c2ccncc2)n1,-10.9,7.7,-2.0,-1.8,-1.4,-1.1,0.7,1.5,-0.9,88.0
COc1cccc(OCc2nnc(SCc3cc(=O)[nH]c4ccccc34)o2)c1,11.1,0.9,-5.6,-3.5,-2.9,0.5,-8.5,-0.8,1.5,91.0

# These rows are one share of the data; count on the stated rates, not on these rows.
